Rpn11 inh = inhibitors of human proteasome Rpn11. 360,000 tested, 0.59% active. calls only at 20 µM. O00487. human 26S proteasome, Ub4-pepOG fluorescence polarization; 20S core pre-blocked with epoxomicin;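 active means inhibition at 20 µM, scaled to each plate's controls, above about 33%, limit read from the data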
Target sequence (O00487 whole entry, looked up): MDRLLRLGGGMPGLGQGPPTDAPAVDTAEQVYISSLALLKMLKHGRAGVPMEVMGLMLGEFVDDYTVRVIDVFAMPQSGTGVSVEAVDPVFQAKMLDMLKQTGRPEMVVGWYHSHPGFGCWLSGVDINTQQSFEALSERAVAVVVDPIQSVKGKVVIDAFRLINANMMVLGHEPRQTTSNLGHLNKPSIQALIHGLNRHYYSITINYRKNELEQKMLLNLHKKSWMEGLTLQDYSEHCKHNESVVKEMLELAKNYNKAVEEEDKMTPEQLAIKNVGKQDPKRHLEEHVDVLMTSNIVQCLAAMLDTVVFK
SUMO1 PPI mod = alters human SUMO1 binding to SIM partners; SUMO1 binding to a labelled peptide, TR-FRET, 1 h; inhibition, % at 20 µM; 360,000 tested, 0.33% active; AID 602429; in the data active means inhibition above about 37%
Target sequence (P63165 whole entry, looked up): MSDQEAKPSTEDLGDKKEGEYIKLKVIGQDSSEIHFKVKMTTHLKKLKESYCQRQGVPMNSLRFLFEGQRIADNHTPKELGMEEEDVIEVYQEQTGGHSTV
Scp1 inh = Scp-1 (human) phosphatase inhibition; Q9GZU7; Recombinant Scp1, phosphopeptide, malachite green phosphate absorbance; inhibition, % at 20 µM; 340,000 tested, 0.88% active; AID 493091;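 active means inhibition above about 50% at 20 µM, limit read from the data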;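 further: plate controls were DMSO wells with enzyme for no effect and wells lacking enzyme for full effect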
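Assay system: SCP-1 catalytic fragment, aa 76-261 | Buffer or medium: Tris acetate buffer pH 5.5 with MgCl2 and Tween-20 | Compound: One concentration, 20 µM, with 1.0% DMSO | Also added: Phospho 17-mer peptide substrate | Signal: Absorbance at 630 nm | Incubation: 45 min enzyme reaction at room temperature | Measure: % inhibition of SCP-1 phosphate liberation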
Rin1-Abl PPI inh = inhibitors of human Rin1-Abl protein interaction; P00519+Q13671; 360,000 tested, 0.4% active; TR-FRET Rin1/Abl binding, biochemical; inhibition, % at 7.35 µM; in the data active means inhibition above about 5%, passing the limit was not always enough
CSN inh = blocks human CSN-mediated cullin deneddylation; 360,000 tested, 0.38% active; inhibition, % at 12.5 µM; Purified CSN, SCF-Nedd8-OG deneddylation, fluorescence polarization;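 active means pattern-corrected inhibition above about 35%, with an unprinted fluorescence ratio check between 0.5 and 1.5, limit read from the data, passing the limit was not always enough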;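 further: 0% = enzyme with substrate and 100% = substrate without enzyme; some results filed as inactive read as strong as hits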
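Test system: Human Csn5 produced in HEK293T cells | Compound: 12.5 µM single point | Times: 90 min, room temperature | Signal: Fluorescence polarization readout | Read-out basis: % inhibition of substrate cleavage by Csn5 | Controls: no-enzyme wells high, enzyme-with-substrate wells low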
LMPTP inh = blocks human LMPTP phosphatase. P24666. recombinant LMPTP-A, OMFP fluorogenic substrate, fluorescence intensity. inhibition, % at 20 µM. 360,000 tested, 0.22% active;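 active means compounds that cut the enzyme signal by at least half of the control window in the single-dose screen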;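 further: plate controls were DMSO wells with enzyme plus substrate for no effect and substrate without enzyme for full effect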
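Test system: LMPTP-A, protein tyrosine phosphatase of low molecular weight; Input: 0.625 nM enzyme; Incubation: 50 min dark incubation at room temperature; Signal: endpoint fluorescence intensity from OMFP dephosphorylation; Read-out basis: % inhibition versus control wells.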
STEP block = inhibitors of human striatal-enriched phosphatase STEP; 360,000 tested, 0.25% active; AID 588621; recombinant STEP, OMFP fluorogenic substrate, fluorescence; inhibition, % at 20 µM; P54829;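 active means inhibition at 20 µM, scaled per plate between control wells, above about 37%, limit read from the data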;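 further: 0% = DMSO with enzyme and substrate and 100% = substrate only without enzyme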
Target sequence (P54829 whole entry, looked up): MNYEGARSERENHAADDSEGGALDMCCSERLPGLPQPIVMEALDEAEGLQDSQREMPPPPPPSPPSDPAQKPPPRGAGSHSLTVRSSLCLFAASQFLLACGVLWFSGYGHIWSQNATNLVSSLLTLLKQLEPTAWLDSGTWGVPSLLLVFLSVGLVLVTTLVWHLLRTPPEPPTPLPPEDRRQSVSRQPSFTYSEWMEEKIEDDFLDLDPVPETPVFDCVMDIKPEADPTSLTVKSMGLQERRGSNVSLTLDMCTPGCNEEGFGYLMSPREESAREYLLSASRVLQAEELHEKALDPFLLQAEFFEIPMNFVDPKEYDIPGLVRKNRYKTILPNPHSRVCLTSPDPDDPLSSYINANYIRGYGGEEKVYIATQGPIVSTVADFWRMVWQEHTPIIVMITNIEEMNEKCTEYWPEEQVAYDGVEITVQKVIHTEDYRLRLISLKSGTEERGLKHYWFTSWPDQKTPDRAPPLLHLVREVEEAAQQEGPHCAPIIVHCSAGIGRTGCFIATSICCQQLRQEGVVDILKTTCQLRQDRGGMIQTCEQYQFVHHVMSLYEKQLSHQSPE
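medium = Bis-Tris buffer pH 6.0, 2.5 mM DTT, 0.005% Tween 20 | test system = STEP (striatal-enriched tyrosine phosphatase) enzyme, cell-free | measure = normalized % inhibition | compound dosing = 20 µM, 1% DMSO | also added = 25 µM OMFP | schedule = reaction 20 min, ambient temperature | measured by = fluorescence read at 480 nm ex / 540 nm em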
NadD inh = NadD (S. aureus) enzyme inhibition. purified NadD enzyme, colorimetric absorbance read-out. inhibition, % at 20 µM. 360,000 tested, 0.78% active; in the data active means inhibition above about 26%; further: some compounds past the cut are filed as inactive
Neddyl block = blocks human cullin neddylation. P61081+Q13564. TR-FRET cullin neddylation, biochemical. calls only at 25 µM. 360,000 tested, 0.58% active. AID 651699; in the data active means inhibition above about 36%
DNMT1 block = inhibitors of human DNMT1 | 360,000 tested, 0.83% active | P26358 | inhibition (reported as % activation of signal), % at 10 µM | DNMT1 molecular beacon, Hinp1I cleavage, fluorescence; in the data active means inhibition above about 50%
* = called active by the depositor; i = inactive; nt = no result given; + = active, no number.

The line under a structure holds: Rpn11 inh, SUMO1 PPI mod, Scp1 inh, Rin1-Abl PPI inh, CSN inh, LMPTP inh, STEP block, NadD inh, Neddyl block, DNMT1 block
CCOC(=O)COc1cccc(C2NC(=O)c3ccccc3O2)c1 (configuration not stated)
→ i, 1, -2, 0, 2, 0.4, -1, 11, i, -4
COc1ccc(C2/C(=C(/O)c3ccccc3)C(=O)C(=O)N2c2ncccn2)cc1OC (configuration not stated)
→ i, -11, -3, 2, 7, -2.0, -2, -3, i, 8
Cc1cc(C)cc(C(=O)N(CCc2ccccc2)C2CC3CCC(C2)N3C)c1 (configuration not stated)
→ i, 1, 0, 1, 2, -4.1, -3, -11, i, 1
COc1cc(C(=O)N(Cc2cc3ccccc3[nH]c2=O)CC2CCCO2)cc(OC)c1OC (configuration not stated)
→ i, 3, 2, -4, 1, 0.0, 0, 7, i, 3
O=c1cc[nH]c2cc(Cl)ccc12
→ i, 2, -5, 2, -1, -0.7, -2, -4, i, 9
Cc1cccc(C)c1NC(=O)C(c1ccc(C(F)(F)F)cc1)n1c(=O)c(-c2ccccc2)nc2ccccc21 (configuration not stated)
→ nt, -8, nt, nt, 0, 2.4, nt, nt, i, nt
Cc1cccc(OCCSc2nc3ccccc3n2CCC(=O)O)c1
→ i, 6, -1, 1, -3, -0.5, -1, 4, i, 4
CCN(Cc1ccccc1)C(=O)COC(=O)CNS(=O)(=O)c1ccc(C)cc1
→ i, 1, -10, -2, -6, -2.4, 0, 2, i, 0
CC1CCCCC1NC(=O)CCS(=O)(=O)c1ccc2c(c1)NC(=O)CO2 (configuration not stated)
→ i, 0, -5, -1, 0, -0.7, 1, 0, i, 0
O=C(CN(C(=O)c1ccc(Cl)cc1)C1CCCCC1)Nc1ccc(Cl)c([N+](=O)[O-])c1
→ i, -8, -3, -2, 2, 2.0, -2, 16, i, -20
COc1ccc(Cl)cc1NC(=O)C/C(C)=N/NC(=O)Cc1ccccc1
→ i, 3, -3, -1, -5, -0.1, 0, -4, i, -3
C=CCn1c(SCCOc2ccc(OC)cc2)nnc1C(NC(=O)c1ccc(OC)cc1)C(C)C (configuration not stated)
→ i, -3, -4, 0, 1, 1.8, 0, -5, i, -5
CCCCC(=O)Nc1cccc(-c2nn3c(C)nnc3s2)c1
→ i, 4, -8, -3, -7, -0.6, 3, -5, i, -1
COc1ccccc1CC(=O)NN1C(=O)c2ccccc2C1=O
→ i, -8, 0, -1, -14, -0.6, -4, 1, i, -1
COc1ccc(N2C(=O)C3C4C=CC(C5CC45)C3C2=O)c([N+](=O)[O-])c1 (configuration not stated)
→ i, -9, -12, 1, 2, 1.0, -5, -7, i, -3
CCc1cc2c(=O)c(-c3cnn(-c4ccccc4)c3)coc2c(CN2CCOCC2)c1O
→ i, 5, -7, 1, 8, 2.3, 2, -1, nt, -11
Cc1nc(NCCc2ccc(S(N)(=O)=O)cc2)c2c(C)c(C)sc2n1
→ i, 6, 0, 0, -4, -0.1, 0, -3, i, -2
O=C(N/N=C/c1ccc(N2CCOCC2)cc1)C1CC1
→ i, -9, -10, -1, 4, -1.8, -1, -6, +, 1
N#CC1=C(N)OC2=C(C(=O)CCC2)C1C1C=CCCC1 (configuration not stated)
→ i, 1, -6, -2, -1, 0.0, -13, -4, i, -2
S=C(NCCCN1CCOCC1)Nc1ccc(Cl)cc1Cl
→ i, -2, -13, -1, -4, -8.1, 42*, -3, i, 1

Part of the list above, field by field.
SMILES: CCOC(=O)COc1cccc(C2NC(=O)c3ccccc3O2)c1 (configuration not stated)
  Rpn11 inh: i	SUMO1 PPI mod: 1	Scp1 inh: -2	Rin1-Abl PPI inh: 0	CSN inh: 2	LMPTP inh: 0.4	STEP block: -1	NadD inh: 11	Neddyl block: i	DNMT1 block: -4
SMILES: COc1ccc(C2/C(=C(/O)c3ccccc3)C(=O)C(=O)N2c2ncccn2)cc1OC (configuration not stated)
  Rpn11 inh: i	SUMO1 PPI mod: -11	Scp1 inh: -3	Rin1-Abl PPI inh: 2	CSN inh: 7	LMPTP inh: -2.0	STEP block: -2	NadD inh: -3	Neddyl block: i	DNMT1 block: 8
SMILES: Cc1cc(C)cc(C(=O)N(CCc2ccccc2)C2CC3CCC(C2)N3C)c1 (configuration not stated)
  Rpn11 inh: i	SUMO1 PPI mod: 1	Scp1 inh: 0	Rin1-Abl PPI inh: 1	CSN inh: 2	LMPTP inh: -4.1	STEP block: -3	NadD inh: -11	Neddyl block: i	DNMT1 block: 1

Next structures.
The line under a structure holds: Rpn11 inh, SUMO1 PPI mod, Scp1 inh, Rin1-Abl PPI inh, CSN inh, LMPTP inh, STEP block, NadD inh, Neddyl block, DNMT1 block
CN=C1CC(SC)=C1c1ccc(C)cc1
→ i, -4, 3, 1, 0, 1.0, -2, -2, i, -1
CCCCC(=O)c1ccc(O)cc1O
→ i, -1, -12, -3, -2, -0.2, 1, 1, i, 3
Cc1cc(C)cc(OCc2nnc(SCC(=O)Nc3ccccc3)o2)c1
→ i, 0, -4, -1, -1, -1.0, 0, -1, i, -2
CCN(CCCNC(=O)CSc1cc(=O)n(C)c2cc(Cl)ccc12)Cc1ccccc1
→ i, -1, -8, -26, 3, -0.6, 2, -8, i, 0
O=C(Nc1ccn(-c2ccccc2)n1)c1ccc(Cl)cc1
→ i, 1, -7, 1, -10, 0.9, -2, -13, i, -8
Cc1ccc(C(=O)NCc2ccncc2)cc1S(=O)(=O)Nc1cccc(C)c1C
→ i, 5, -4, 15*, -3, 1.0, 0, 8, i, -3
O=C(O)/C=C\C(=O)N1CCc2ccccc21
→ i, 0, -2, 0, -3, -0.3, 1, -3, i, 1
CC(OC(=O)c1n[nH]c2ccccc12)C(=O)Nc1ccccc1[N+](=O)[O-] (configuration not stated)
→ i, -26, -7, -1, 2, 0.2, -2, -4, i, -2
NS(=O)(=O)c1ccc(CCNC(=O)/C=C/c2ccc([N+](=O)[O-])cc2)cc1
→ i, -16, 4, -4, -8, 1.0, -1, 0, i, -3
COc1ccc(C(Nc2ccccn2)c2oc(CO)cc(=O)c2O)cc1 (configuration not stated)
→ i, 0, -9, 7.4*, -3, -0.7, -1, -2, i, 3
CCc1nc2ccc(C(=O)N(CC)CCN(C)C)cn2c1N(C=O)CCC(C)C
→ i, 1, nt, 4, -2, -3.6, -5, -5, i, 4
O=C(Nc1ccc(SC(F)F)cc1)C12CCC(CC1)C2
→ i, -1, -7, 5, 1, -0.6, -1, -10, i, 1
CC1(C)CC2CC(C)(CN2C(=O)CCCN2C(=O)c3ccccc3C2=O)C1 (configuration not stated)
→ i, -3, -6, 1, -4, -0.1, -4, -4, i, 2
CCOC(=O)c1ccc(NC(=O)CN(Cc2ccc(Cl)cc2)S(C)(=O)=O)cc1
→ i, 0, -4, 2, 0, 2.0, 0, -8, i, -3
CC(C#N)(NC(=O)COC(=O)c1ccccc1NCCO)C1CC1 (configuration not stated)
→ i, 3, 7, 2, 0, -0.5, 2, -4, nt, 1
CCC(=O)c1ccc(OCC(=O)N2CCN(c3ncccn3)CC2)cc1
→ i, 4, -4, 2, -5, 0.5, -2, 2, i, 1
N/C(=N\c1nc2c(c(=O)[nH]1)CCCC2)Nc1ccccc1
→ i, 0, 6, -2, 1, -1.5, -4, -2, i, 0
Cc1[nH]c2ccccc2c1C(=O)/C=C/c1ccccc1Cl
→ i, -7, -15, -2, -5, 4.1, 0, -8, i, -7
O=C(CC1Sc2ccccc2NC1=O)Nc1cccc(C(=O)O)c1 (configuration not stated)
→ i, 8, 60*, 1, 11, 0.8, 2, -4, i, 37
COc1cccc(-c2onc3ccc(C4(C)OCCO4)cc23)c1
→ i, -13, -10, -1, 4, -0.3, -1, -8, i, -2

(next part)
mol,Rpn11 inh,SUMO1 PPI mod,Scp1 inh,Rin1-Abl PPI inh,CSN inh,LMPTP inh,STEP block,NadD inh,Neddyl block,DNMT1 block
Cc1ccc(NC(=O)Cn2nc(C)c(S(=O)(=O)N(C)C)c2C)cc1,i,0,-2,-1,-5,-1.8,-1,-2,i,6
COc1ccc(Cn2cc(CN3CC(N4CCCCC4)CS3(=O)=O)nn2)cc1 (configuration not stated),nt,-2,nt,nt,-5,0.9,nt,-5,i,nt
CCC(Cc1ccccc1)NS(=O)(=O)c1c(C)nc2sccn2c1=O (configuration not stated),i,-2,-4,-4,4,-1.2,-1,3,i,0
O=C1CC(c2ccco2)CC(O)=C1C=NCCN1CCN(C(=S)Nc2ccccc2)CC1 (configuration not stated),i,-2,-9,0,-1,-3.4,1,1,i,3
Cc1ccccc1C(=O)NC1CCN(Cc2nnnn2Cc2ccc(F)cc2)CC1,i,3,-6,0,1,-1.2,1,-5,i,-1
CC1(C)CC(=O)C=C(Nc2cc(-c3ccccc3)[nH]n2)C1,i,4,-6,-5,-3,-0.5,2,10,i,-4
Cc1nc(-c2cccc(S(=O)(=O)N3CCCC(C)C3)c2)cs1 (configuration not stated),i,4,6,-1,1,1.7,1,-2,i,-1
CCn1c(SCC(=O)NC2CC2)nnc1-c1ccccc1OC,i,4,1,2,1,-0.6,-1,2,i,0
CCCn1c(=O)c2sccc2n2c(CCCC(=O)NCc3ccco3)nnc12,i,8,69*,2,12,1.5,17,-6,i,77*
O=C(COc1ccc(/C=N/NS(=O)(=O)c2ccccc2)cc1)NCc1ccccc1,i,-4,-6,-1,-5,-0.5,-2,-2,i,-4
CSc1cccc(NC(=O)CSc2nnc(C)s2)c1,i,0,-5,-2,-4,-0.9,-4,-4,i,-1
Cc1cc(Nc2n[nH]c(N)c2C#N)ccc1F,i,0,3,-6,2,0.1,-2,-1,i,0
O=[N+]([O-])c1ccc2oc(-c3cccc(O)c3)nc2c1,i,1,-12,-3,6,0.9,1,-2,i,-6
O=C(NCc1ccccc1)c1nc(-c2cccs2)no1,i,-2,-7,-2,-2,-1.4,-3,3,i,2

Screens deposited in PubChem BioAssay by several laboratories.
